# Assay outcomes from PubChem BioAssay.
# MC4R barr agon: activates human MC4R beta-arrestin recruitment | 360,000 compounds, 0.98% hits | U2OS MC4R beta-arrestin complementation, luminescence; percent of melanotan II response, DMSO zero | activation, % at 8.9 µM | AID 540308;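 active = activation above a per-plate cutoff, the mean activation of sample wells on that plate plus 3 SD, cut at about 8% in these data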
# NR2F2 inh: NR2F2 (human) inhibition, primary screen | P24468 | HEK293T NGFI-A luciferase reporter, luminescence | inhibition, % at 8.6 µM | 370,000 compounds, 0.7% hits | AID 686940;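 active = inhibition above a per-plate cutoff, mean inhibition of test wells between control levels plus 3 SD, cut at about 38% in these data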;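 note: cells cotransfected with COUP-TFII expression vector driving the NGFI-A reporter; 0% = median of COUP-TF2 test wells and 100% = reporter-only cells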
# NCOA3 inh: inhibitors of human steroid receptor coactivator 3 (SRC3). Q9Y6Q9. HEK293 GAL4-SRC3 luciferase reporter, luminescence. inhibition, % at 3.6 µM. 360,000 compounds, 0.17% hits;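 active = inhibition above a per-campaign cutoff, the mean of all compounds plus 3 SD, cut at about 60% in these data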;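 note: 0% = DMSO-treated cells and 100% = gossypol-treated cells at 36 µM; higher means less SRC3-driven luciferase light from the GAL4 reporter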
# SRC1 inh: human NCOA1 inhibition | Q15788 | HEK293 GAL4-SRC1 luciferase reporter, luminescence | inhibition, % at 3.6 µM | 360,000 compounds, 0.12% hits | AID 588354;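 active = inhibition above the campaign mean plus 3 SD, with each screening campaign given its own cutoff, cut at about 60% in these data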;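 note: 0% = DMSO treated cells and 100% = gossypol at 36 µM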
# LMP1 NFkB inh: Epstein-Barr LMP1 NF-kappaB reporter inhibition; LMP1-induced NF-kappaB luciferase reporter cells, luminescence; 350,000 compounds, 0.69% hits; AID 504558; inhibition, % at 12.5 µM; in the data active = inhibition above about 41%;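 note: 0% = neutral control wells and 100% = reference inhibitor control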
# MC4R antag cAMP: antagonists of human melanocortin 4 receptor (MC4R); MC4R-expressing cells, MTII-stimulated cAMP, LANCE TR-FRET; P32245; inhibition, % at 6.5 µM; 360,000 compounds, 0.48% hits;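 active = inhibition above its plate's cutoff, the mean of tested wells on that plate plus 3 SD, cut at about 29% in these data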;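 note: 0% = Melanotan II alone and 100% = Melanotan II plus saturating MCL0020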
#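 material = U2OS cells stably expressing human melanocortin 4 receptor (MC4R) | also added = Melanotan II challenge | dosing = single nominal compound dose of 6.5 µM | detection = TR-FRET with Eu-cAMP and labeled anti-cAMP, 671 nm | replication = singlicate | timing = compound 30 min, challenge 1 h, detection 1 h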
# NR5A2 inv ag: NR5A2 inverse agonism in reporter assay. O00482. HEK293T StAR-luciferase reporter, LRH-1 transfected, 24 h. inhibition, % at 3.6 µM. 360,000 compounds, 0.13% hits. AID 602396;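 active = inhibition above the mean inhibition of all tested compounds plus 3 SD, cut at about 73% in these data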;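 note: 0% = DMSO wells and 100% = reporter-only cells lacking LRH-1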
# NOD2-RIPK2 inh: NOD2-RIPK2 protein interaction inhibition. 360,000 compounds, 0.38% hits. inhibition, % at 4.98 µM. CHO BLA complementation NOD2-RIPK2, CCF4 ratio. AID 624267. O43353; in the data active = inhibition above about 21%;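 note: 0% = vehicle only and 100% = reference blocker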
# TLR9-MyD88 inh: TLR9-MyD88 interaction inhibition. Q9NR96+Q99836. AID 504734. inhibition, % at 4.98 µM. 340,000 compounds, 0.21% hits. CHO BLA complementation TLR9-MyD88, CCF4 FRET ratio;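 active = inhibition above the mean over all tested compounds plus 3 SD, cut at about 21% in these data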;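 note: 0% = DMSO only wells and 100% = clavulanate BLA inhibitor control wells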
# Target sequence (Q99836 whole entry, looked up): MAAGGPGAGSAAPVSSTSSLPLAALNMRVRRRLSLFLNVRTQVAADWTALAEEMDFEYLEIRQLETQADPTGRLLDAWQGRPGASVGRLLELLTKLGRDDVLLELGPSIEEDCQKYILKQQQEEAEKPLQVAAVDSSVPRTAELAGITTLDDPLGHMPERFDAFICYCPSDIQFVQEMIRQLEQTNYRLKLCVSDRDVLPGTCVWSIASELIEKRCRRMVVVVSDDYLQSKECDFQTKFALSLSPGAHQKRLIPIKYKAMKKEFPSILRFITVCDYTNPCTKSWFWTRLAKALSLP
# Target sequence (Q9NR96 whole entry, looked up): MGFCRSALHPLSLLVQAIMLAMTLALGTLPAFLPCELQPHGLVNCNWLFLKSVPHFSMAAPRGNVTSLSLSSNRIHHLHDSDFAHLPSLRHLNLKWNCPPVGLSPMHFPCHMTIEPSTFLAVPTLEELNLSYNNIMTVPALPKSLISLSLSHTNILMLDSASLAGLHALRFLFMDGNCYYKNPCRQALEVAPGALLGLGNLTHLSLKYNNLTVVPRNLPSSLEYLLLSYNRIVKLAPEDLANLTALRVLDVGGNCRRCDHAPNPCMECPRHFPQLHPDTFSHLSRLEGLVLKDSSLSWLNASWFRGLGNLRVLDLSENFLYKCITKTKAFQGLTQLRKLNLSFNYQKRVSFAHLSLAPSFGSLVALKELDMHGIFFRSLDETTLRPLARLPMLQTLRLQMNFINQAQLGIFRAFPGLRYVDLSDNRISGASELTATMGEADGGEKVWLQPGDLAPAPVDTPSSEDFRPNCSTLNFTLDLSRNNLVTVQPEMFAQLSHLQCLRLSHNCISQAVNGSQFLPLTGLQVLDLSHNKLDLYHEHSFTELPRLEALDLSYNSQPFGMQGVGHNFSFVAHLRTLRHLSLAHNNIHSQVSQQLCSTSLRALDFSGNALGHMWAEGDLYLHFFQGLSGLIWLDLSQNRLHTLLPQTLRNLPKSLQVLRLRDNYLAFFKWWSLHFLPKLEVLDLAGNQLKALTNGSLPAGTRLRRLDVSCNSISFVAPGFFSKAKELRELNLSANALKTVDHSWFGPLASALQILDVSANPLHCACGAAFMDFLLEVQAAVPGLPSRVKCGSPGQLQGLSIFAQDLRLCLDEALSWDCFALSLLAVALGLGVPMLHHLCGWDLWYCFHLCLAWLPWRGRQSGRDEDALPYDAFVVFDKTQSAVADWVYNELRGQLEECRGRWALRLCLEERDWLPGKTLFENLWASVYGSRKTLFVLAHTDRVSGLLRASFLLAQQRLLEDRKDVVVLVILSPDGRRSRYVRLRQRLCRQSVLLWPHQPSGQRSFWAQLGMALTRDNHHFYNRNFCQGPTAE
# NCOA2 inhibitor: inhibits human steroid receptor coactivator 2; HEK293 GAL4-SRC2 luciferase reporter, luminescence; Q15596; 370,000 compounds, 0.17% hits; inhibition, % at 9 µM; AID 651957;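 active = inhibition above the mean inhibition of all tested compounds plus 3 SD, set per campaign, cut at about 52% in these data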;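 note: 0% = DMSO treated cells and 100% = cells given Gossypol at 36 µM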
# ABHD5 PLIN5 PPI: blocks binding of human ABHD5 to perilipin-5; Q00G26+Q8WTS1; Split G. princeps luciferase complementation, luminescence, 4 h; inhibition, % at 4 µM; 360,000 compounds, 0.78% hits; AID 602281;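 active = inhibition above the mean inhibition across every tested compound plus 3 SD, cut at about 22% in these data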;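 note: 0% = DMSO only wells and the 100% control is not disclosed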
# An asterisk follows results filed as active; . = not tested or not shown. A portion of the library; count on the stated rates, not on these rows.
# Every second line gives: MC4R barr agon	NR2F2 inh	NCOA3 inh	SRC1 inh	LMP1 NFkB inh	MC4R antag cAMP	NR5A2 inv ag	NOD2-RIPK2 inh	TLR9-MyD88 inh	NCOA2 inhibitor	ABHD5 PLIN5 PPI
Cc1cc(C)c2c(=O)n3c(nc2c1)C(Cc1ccc(O)cc1)NC(=O)c1cc2ccccc2cc1-3 (configuration not stated)
 : -1.1	6	8	-44	1	-8	8	-1	-4	-7	-6
Cc1[nH]c2ccccc2c1-c1csc(NC(=O)CN2CCOCC2)n1
 : -0.5	-5	16	16	-4	8	-14	0	-5	-12	1
COc1ccc(SCCN2CC[C@@H](C)CCC2=O)cc1
 : 0.0	-17	2	-21	-5	-1	-20	-1	-14	-52	-2
COc1ccc(C(=O)Nc2ccc(C(=O)OCC(=O)c3cccc4ccccc34)cc2)cc1
 : -2.0	13	11	0	-7	-3	8	-5	8	-26	0
CCOC(=O)c1c(OCCO)nn(-c2ccc(Cl)cc2)c1N
 : -0.1	22	4	-12	-8	23	17	-12	5	-16	-5
CCNC(=O)NC(=O)CSc1ccc2ccccc2c1
 : -1.6	17	-11	5	6	13	-15	5	11	-12	-7
Cc1ccc(S(=O)(=O)N2CCOCC2)cc1C(=O)OCC(=O)N1CCCCC1
 : -1.0	-6	-2	8	0	6	8	10	0	9	16
CCOC(=O)[C@]12CCC=C1N(CCC1=CCCCC1)C(=O)[C@H](CC(=O)NCc1ccccc1)C2
 : .	0	.	.	.	.	11	-8	.	27	0
CCOC(=O)CCc1c(C)nc2c(c(C)nn2-c2ccc(C)cc2)c1C
 : 1.4	-25	14	14	-2	11	-10	-21	-5	11	1
O=C(CN1C(=O)c2ccccc2S1(=O)=O)c1ccc(OC(F)F)cc1
 : -2.9	.	12	36	82*	4	31	-5	-1	.	-3
Cc1sc2nc(SCC(=O)N3CCOCC3)[nH]c(=O)c2c1C
 : -0.1	-2	11	2	2	1	13	3	3	-11	4
O=C(NC(=S)NCCc1ccc(Cl)cc1)c1ccco1
 : -1.2	3	4	-6	-2	-3	1	-3	9	-12	-1
Cc1nc(N=C(N)N)nc2ccccc12
 : 1.5	9	21	32	6	-8	20	4	-4	-22	6
COc1cccc(CNC(=S)Nc2cc(C)cc(C)c2)c1
 : -3.6	-1	4	-5	6	-2	14	-16	-3	-3	7
CCc1nc2ccc(C(=O)N3CCN(C(=O)c4ccco4)CC3)cn2c1N(C)C(=O)C1CCCCC1
 : -1.7	15	7	5	.	16	-6	4	.	21	5
O=C(CSc1nc2ccccc2s1)c1ccc(O)cc1O
 : 0.6	-27	-58	-51	-7	1	-8	7	4	-37	-5
Cc1ccc(Oc2ccc(NC(=O)Cn3ccsc3=N)cc2)cc1
 : -1.2	0	0	4	7	-5	10	2	4	-10	16
CCN(CC(=O)N1CCN(c2ccccc2)CC1)S(=O)(=O)c1ccc(C)cc1
 : -0.7	-4	0	-20	0	-2	8	1	1	5	-5
C=C(C)c1cccc(C(C)(C)NC(=O)Nc2cc(C)ccn2)c1
 : 1.3	2	6	-45	2	8	-22	4	-1	-32	-6
O=C(Nc1ccccc1-c1nnn(CC(=O)N2CCOCC2)n1)c1ccccc1F
 : 1.4	-1	10	11	13	5	7	-11	-8	-10	-3
CCc1ccc(CNCCSc2nnnn2C)cc1
 : -0.6	-6	8	14	2	-1	5	-5	12	7	-2
COc1ccc(/C=C(/NC(=O)c2ccco2)C(=O)Nc2ccc(C(=O)O)cc2)cc1
 : -0.9	-3	10	-8	-10	10	-18	3	4	-28	5
O=C(O)CN1CCN(Cc2ccccc2F)C1=O
 : -2.0	12	12	-16	2	4	10	6	-6	-9	-5
CC(C)CN1C(=O)CN(S(C)(=O)=O)CC1(C)C(=O)NCc1ccccc1 (configuration not stated)
 : .	-11	.	.	.	.	12	-13	.	4	-4
COCn1cnc(-c2ccccc2)c1-c1ccccc1
 : -1.7	-6	20	0	8	2	11	-8	8	0	-1
Nc1nc(CN2CCN(Cc3ccccc3)CC2)nc(Nc2ccc3c(c2)OCCO3)n1
 : -1.3	-14	5	-4	-12	19	7	-7	-1	-48	-4
CCN(CC)c1cc(CS(=O)c2ccccc2)nc(-c2ccccc2)n1 (configuration not stated)
 : -0.8	12	-10	4	0	1	-10	3	-8	9	0
Cc1cccn2c(=O)c3cc(C(=O)NC4CCS(=O)(=O)C4)sc3nc12 (configuration not stated)
 : -0.9	-8	-13	-24	-16	-2	0	13	-7	-24	-9
O=C(CNc1ccc(C(F)(F)F)cc1)Nc1cccc(S(=O)(=O)N2CCCC2)c1
 : 0.7	-2	-6	-20	-1	6	-27	5	3	-11	-10
CCOc1cnc(-c2ccccc2F)o1
 : -0.3	5	0	-1	-7	3	-10	-10	1	-7	-4
COc1ccc(Cl)cc1CN1C(=O)C(Cc2ccccc2)ON=C1C (configuration not stated)
 : 0.5	9	9	-7	.	15	-13	3	.	-2	-2
CC(O)C(NS(=O)(=O)c1ccc(Cl)cc1)C(=O)OCc1nnc(-c2ccccc2)o1 (configuration not stated)
 : -0.8	-3	11	-13	-3	2	-8	3	-5	4	4
COC(=O)c1cc(NS(=O)(=O)c2cccc(Cl)c2)ccc1N1CCOCC1
 : -1.1	12	15	19	4	10	-13	-13	-2	0	13
Cc1ccc(NS(=O)(=O)c2ccc(-c3csc(C)n3)s2)c(C)c1
 : -2.1	11	17	18	7	3	4	0	-1	0	-8
COc1ccccc1NC(=O)Nc1c(C)n(C)n(-c2ccccc2)c1=O
 : 0.1	0	-19	1	-4	-4	4	0	-4	-2	-7
CCN(CC)S(=O)(=O)c1ccc(C)c(NC(=O)COc2ccc(Br)cc2Cl)c1
 : 13*	-13	6	-1	2	-5	2	-2	0	-27	6
Cc1nnc(NCc2ccccc2)c2ccccc12
 : -1.3	-2	-12	-8	7	2	5	6	0	12	7
CCN(CC)C(=O)CSc1nnc2nnc3cc(C)ccc3n12
 : -1.6	2	10	12	-4	3	24	-3	6	-29	6
Cc1ccc(CN(C)C(=O)c2cccc(S(=O)(=O)N3CCN(Cc4ccccc4)CC3)c2)o1
 : -0.1	-3	-31	-3	2	2	12	-4	7	19	5
NC(=O)c1ccccc1NC(=O)CCCCCn1nnc2ccccc2c1=O
 : 0.5	14	-16	-9	7	-8	-4	-7	6	2	2
C/C(=N/NC(=O)c1cc(-c2ccc(Cl)s2)[nH]n1)c1ccco1
 : -2.8	-10	9	-8	.	-1	9	-7	.	-24	1
CCCC(=O)Nc1ccc(S(=O)(=O)N2CCC(c3nc4ccccc4[nH]3)CC2)cc1
 : -3.0	-6	-4	-17	2	3	2	1	5	1	1
CC(C)OC(=O)NCN1C(=O)C2C3C=CC(C3)C2C1=O (configuration not stated)
 : -0.4	5	10	-5	-9	0	8	-6	6	-2	1
COc1cc(NS(=O)(=O)c2ccc3c(c2)n(C)c(=O)n3C)cc(OC)c1
 : -1.9	-11	23	3	-10	10	5	-6	7	12	4
O=C(Nc1ccccc1)Nc1nnc(COc2ccccc2F)s1
 : 0.8	10	10	-6	4	-9	4	6	-3	5	0
COc1ccc(C(=O)NCCS(=O)(=O)NCC2CCCO2)cc1 (configuration not stated)
 : -1.5	-1	26	1	-3	5	10	-10	-5	-18	-2
CN1CCN(CCCC(=O)c2ccc(C3CCCC3)cc2)CC1
 : 2.1	0	-26	-13	5	18	-7	2	1	-11	6
CCn1c(SCC(=O)N2CCCC2=O)nnc1-c1cccs1
 : -2.6	-7	5	-12	-3	0	-13	10	5	3	-5
CC(C)(C)C(=O)Nc1cc2nn(-c3ccccc3)nc2cc1Cl
 : 1.7	87*	81*	82*	75*	6	83*	0	-7	73*	0
CN(C(=O)CSc1nnc(COc2ccccc2F)n1N)C1CCS(=O)(=O)C1 (configuration not stated)
 : -1.2	-12	-17	-4	11	-3	-14	-8	1	-19	0
N=c1ccn2c(n1)OC1C(O)C(CO)OC12 (configuration not stated)
 : 1.9	-13	9	37	16	-1	12	-1	2	18	6
CCOc1cc(S(=O)(=O)NCc2ccncc2)ccc1Cl
 : -0.7	74*	19	18	21	18	44	-10	.	1	2
O=C(/C=C/c1ccc(S(=O)(=O)N2CCOCC2)cc1)Nc1cc(F)ccc1F
 : -2.2	-27	-52	-67	-9	1	-41	-8	-5	-27	5
CCOc1ccc(S(=O)(=O)N(CC(=O)NC2CCCC2)c2ccc(F)cc2)cc1
 : 1.9	8	20	14	0	2	12	-9	-13	-17	4
CC(CCc1ccccc1)NC(=O)COC(=O)C1CCC(C(C)(C)C)CC1 (configuration not stated)
 : 2.6	-4	9	16	-1	10	26	0	-2	-6	0
Cc1ccc(NC(=O)N2CCCCC2)cc1[N+](=O)[O-]
 : -1.4	-11	-23	-15	-6	1	6	-11	-3	-1	8
Cc1ccc(C(=O)Nc2cc(=O)n(C)c(=O)n2C)o1
 : 0.5	-1	20	-5	-4	17	-10	-8	2	-19	3
COc1ccc(-c2cc(C(=O)N3CCc4ccccc4C3)no2)cc1
 : -0.9	-5	-9	-60	-2	4	-10	-9	9	-33	-4
CC(C)=CCC[C@H](C)C[C@@H]1Cc2[nH]c(=S)[nH]c(=O)c2[C@@H](c2ccc(F)cc2)O1
 : .	-17	.	.	.	.	6	-5	.	7	-9
COc1ccccc1NC(=O)CSc1ccc2nnc(-c3ccccn3)n2n1
 : -1.6	10	-6	6	-2	10	-9	2	-3	-11	6

# (cont.)
# Every second line gives: MC4R barr agon	NR2F2 inh	NCOA3 inh	SRC1 inh	LMP1 NFkB inh	MC4R antag cAMP	NR5A2 inv ag	NOD2-RIPK2 inh	TLR9-MyD88 inh	NCOA2 inhibitor	ABHD5 PLIN5 PPI
O=C(NC(=S)Nc1cccnc1)c1cc2ccccc2o1
 : -2.3	-10	-56	-52	-23	3	-96	6	10	-49	4
Cc1ccccc1CC1(CO)CCCN(C(=O)CCN2CCCO2)C1 (configuration not stated)
 : 0.0	6	-17	-3	-1	4	7	-9	7	-25	-6
CC(C)(C)c1cc(=O)n2c(C#N)c(C#N)nc2[nH]1
 : -2.9	-4	-3	12	-2	4	7	-7	-5	-1	-2
COCCNC(=O)C1c2cc(OC)c(OC)cc2C(=O)N(C)C1c1cccnc1 (configuration not stated)
 : -0.4	2	-10	-95	0	-1	1	-10	1	-34	5
Cc1cc(C)n2nc(CC(=O)NNC(=O)c3ccccc3Cl)nc2n1
 : 1.0	16	-38	-6	-2	-4	-28	-8	0	5	-5
Cc1c(/C(O)=C2\C(=O)C(=O)N(CCN(C)C)C2c2ccccc2)cnn1-c1ccccc1 (configuration not stated)
 : -1.5	11	40	16	18	4	10	4	-2	37	-5
CN(C)CCC#CC(O)(c1ccccc1)c1ccccc1
 : -0.6	16	18	4	-3	-1	-10	-7	0	-11	3
COc1ccc(NC(=O)COC(=O)c2c(C)noc2C)c(OC)c1
 : -1.8	1	10	0	-1	5	20	-1	1	-16	-1
